Screens from PubChem BioAssay.
UBC13 polyUb: inhibitors of human UBC13 polyubiquitin chain formation | inhibition, % at 20 µM | 0.47% of 330,000 active | TR-FRET | P61088; in the data active = inhibition above about 45%, passing the limit was not always enough; inconclusive = no clear call, values can overlap the other calls
EBI2 antag: antagonists of human EBI2 receptor; AID 651636; inhibition, % at 5 µM; EBI2 beta-arrestin recruitment, luminescence, 7a,25-OHC stimulated; 0.81% of 360,000 active; in the data active = inhibition above about 38%;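 also: enzyme fragment complementation signal reports receptor beta-arrestin coupling in cells; 0% = agonist plus DMSO wells and 100% = wells without agonist; some results beyond the cut were filed as inactive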
Target sequence (P32249 whole entry, looked up, the tested form may be a part): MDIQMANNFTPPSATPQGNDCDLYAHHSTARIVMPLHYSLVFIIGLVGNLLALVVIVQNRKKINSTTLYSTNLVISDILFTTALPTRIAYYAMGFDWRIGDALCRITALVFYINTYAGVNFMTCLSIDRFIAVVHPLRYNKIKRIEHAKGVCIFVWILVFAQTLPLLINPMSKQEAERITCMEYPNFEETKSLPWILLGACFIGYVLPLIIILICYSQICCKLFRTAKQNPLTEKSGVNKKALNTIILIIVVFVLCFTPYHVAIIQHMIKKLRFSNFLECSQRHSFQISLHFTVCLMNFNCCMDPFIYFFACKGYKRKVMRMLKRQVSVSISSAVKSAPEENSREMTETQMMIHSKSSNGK
Gli-Sufu antag: blocks Gli-Sufu signaling in a luciferase reporter; Sufu-KO-LIGHT fibroblasts, Gli luciferase reporter luminescence; inhibition, % at 5 µM; 0.74% of 340,000 active;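 active = inhibition above about 55%, limit read from the data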;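 also: 0% = DMSO-treated cells and 100% = wells with medium but no cells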
CCR6 antag: antagonists of human CCR6 receptor; 0.49% of 340,000 active; P51684; AID 493098; CHO-K1 CCR6 PathHunter beta-arrestin, luminescence, CCL20-stimulated; inhibition, % at 20 µM;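 active = compounds whose inhibition of the agonist-driven luminescence signal at 20 µM reaches about 50%, limit read from the data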;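 also: cells stimulated with CCL20 at 14 nM final; plate controls were DMSO with CCL20 for no effect and DMSO without agonist for full effect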
Target sequence (P51684 whole entry, looked up): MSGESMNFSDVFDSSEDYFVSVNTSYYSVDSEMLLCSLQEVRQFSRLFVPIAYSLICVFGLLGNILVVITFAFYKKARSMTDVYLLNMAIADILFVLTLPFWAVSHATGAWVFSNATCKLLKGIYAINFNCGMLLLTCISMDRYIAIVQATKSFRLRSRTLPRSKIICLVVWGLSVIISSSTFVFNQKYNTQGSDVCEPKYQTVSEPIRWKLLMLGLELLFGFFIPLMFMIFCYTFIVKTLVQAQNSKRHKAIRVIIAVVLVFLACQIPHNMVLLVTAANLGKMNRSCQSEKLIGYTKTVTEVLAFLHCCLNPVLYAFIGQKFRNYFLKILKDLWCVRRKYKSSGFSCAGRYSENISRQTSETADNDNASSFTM
Jurkat NFkB inh: lowers PMA/ionomycin-induced NF-kB signal in Jurkat cells; PMA/ionomycin-induced NF-kB luciferase reporter, luminescence; inhibition, % at 4 µM; 0.53% of 330,000 active; AID 435003
SENP8 block: inhibitors of human SENP8 protease; purified SENP8, Z-RLRGG-aminoluciferin cleavage, luminescence; Q96LD8; inhibition, % at 10 µM; 1.2% of 330,000 active
Target sequence (Q96LD8 whole entry, looked up): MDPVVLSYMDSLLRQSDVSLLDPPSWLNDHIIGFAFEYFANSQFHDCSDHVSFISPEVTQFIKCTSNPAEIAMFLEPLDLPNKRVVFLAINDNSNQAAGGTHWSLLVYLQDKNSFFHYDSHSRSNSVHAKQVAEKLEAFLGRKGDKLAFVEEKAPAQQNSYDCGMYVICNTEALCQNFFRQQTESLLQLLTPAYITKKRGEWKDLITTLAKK
697 NFkB inh: inhibitors of the PMA/ionomycin-induced NF-kB reporter in 697 B cells; inhibition, % at 4 µM; 0.33% of 330,000 active; 697 B-cell NF-kB luciferase reporter, 16 h; AID 435022; in the data active = inhibition above about 35%
Apaf1 inhib: inhibitors of human Apaf-1 apoptosome. AID 489030. 0.71% of 330,000 active. inhibition, % at 20 µM. O14727. reconstituted apoptosome caspase-3 activity, DEVD-Rh110 fluorescence; active = inhibition of at least 40% at 20 µM;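 also: plate controls were DMSO wells for no effect and DEVD-CHO caspase inhibitor wells for full effect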
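Material: reconstituted apoptosome with Apaf-1, cytochrome c, caspase-9, procaspase-3, dATP; medium: pH 7.5 Hepes buffer with CHAPS, BSA, DTT; also added: cytochrome c and DEVD-Rh110 substrate; timing: 30 min plus 50 min, RT; signal: Rh110 fluorescence intensity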
Active calls of the source: *; ? = inconclusive. Rule as the data show it, unless noted: active = inhibition above about 50%; inactive = the rest. Only part of the results is shown, so the mix of outcomes need not match the whole.

Structure	SENP8 block	EBI2 antag	CCR6 antag	697 NFkB inh	Jurkat NFkB inh	Apaf1 inhib	UBC13 polyUb	Gli-Sufu antag
Cc1[nH]c2ccccc2c1C(=O)C(=O)NCCCn1ccnc1	8	-14	11	9	-5	-8	-9	-2
Cc1onc(-c2ccccc2)c1C(=O)N/N=C/C(Br)=C/c1ccccc1	-3	15	8	-27	7	-2	7	7
CCCCOc1ncnc2c1[nH]c1ccccc12	-6	-2	9	-33	22	-1	15	-10
COc1ccc(N2CCOCC2)c(NC(=O)c2ccc3c(c2)OCO3)c1	4	-4	20	5	5	3	4	24
O=[N+]([O-])c1ccc(N2CCOCC2)c(S(=O)(=O)N2CCOCC2)c1	-14	-10	4	-11	-14	-6	-28	-3
CCCCN(C)CCCNC(=O)c1ccc2c(c1)NC(=O)C(N1CCOCC1)S2 (stereo not given)	1	0	1	15	0	-4	-1	17
C=CCn1c(SCCC(=O)O)nnc1-c1cccs1	-2	-10	9	20	1	-9	9	3
Cc1cccc(OCCCCCN2CCOCC2)c1	6	-15	-17	-3	1	-12	4	30
Cn1c(=O)[nH]c(=O)c2c1nc(N1CCOCC1)n2CCc1ccccc1	1	3	7	47*	-24	2	2	-1
Cc1nc(N2CCN(Cc3ccccc3)CC2)[nH]c(=O)c1C	0	-15	-36	12	2	2	-9	6
CS(=O)(=O)N1CCC(C(=O)Nc2ccc(C(F)(F)F)cc2)CC1	-2	3	3	7	-11	-2	4	-4
N#Cc1ccc(-c2ccco2)nc1SCC(=O)c1ccc(Cl)cc1	-6	42	13	-24	-6	20	-9	15
Cc1ccc(NC(=O)c2ccc3ccccc3n2)cc1S(=O)(=O)N(C)C	-1	16	-4	-68	-124	-7	0	-53
O=C(CSc1nccc(-c2cccs2)n1)Nc1cccc(Cl)c1	-4	12	6	9	6	1	8	-18
CCN(Cc1ccccc1)C(=O)CS(=O)(=O)c1ccccc1	-5	-1	-2	13	1	2	-5	19
Cc1ccc2nc3c(cc(C(=O)NCCN4CCOCC4)c(=N)n3CCCN3CCOCC3)c(=O)n2c1	-10	-1	7	-20	-10	15	-13	-1
O=C(c1nc2ccccn2c1CNCCCn1ncc2ccccc21)N1CCOCC1	-7	-11	9	8	2	0	-2	-15
CCCCN(c1ccc(C(=O)OC)cc1)S(=O)(=O)c1ccccc1	6	5	26	-9	2	4	-2	4
CC1(C)SC(=S)N(NC(=O)Nc2cccc3ccccc23)C1N(O)C(=O)Nc1ccccc1 (stereo not given)	-2	-13	-13	8	12	18	-8	-6
Nc1ccc(Cl)cc1C(=O)OCC(=O)NC1CCS(=O)(=O)C1 (stereo not given)	0	-7	9	6	4	-20	30	5

Following part:
Structure	SENP8 block	EBI2 antag	CCR6 antag	697 NFkB inh	Jurkat NFkB inh	Apaf1 inhib	UBC13 polyUb	Gli-Sufu antag
COc1ccc(CCNC(=O)c2cccc(Br)c2)cc1OC	-8	-5	-9	-38	-45	0	2	8
Cc1[nH]c2ccccc2c1C(c1ccncc1)N1CCN(c2ccc(F)cc2)CC1 (stereo not given)	-3	23	-7	-13	8	18	-5	4
Cc1ccc(C)c(OCC(O)CN2CCC(C)CC2)c1C (stereo not given)	-11	7	-4	13	-4	1	6	0
CC(C)OCCCNC(=O)Cc1ccc(F)cc1	-4	-8	-5	14	4	-8	-5	-8
Cc1ccc(OCCNC(=O)/C=C/c2ccc([N+](=O)[O-])cc2)cc1C	-9	3	12	1	-13	7	-4	2
CCc1cc2c(=O)nc3n(c2s1)Cc1ccccc1/C3=C(/O)c1cccc([N+](=O)[O-])c1	-3	6	22	-108	69*	-198	-55	2
Cc1cnc(C(=O)OCC(=O)c2ccc(Cl)cc2)cn1	-2	2	-2	20	6	0	-3	-2
COCCNC(=O)c1ccc2c3n(nc2c1)-c1ccc(Cl)cc1CO3	-16	0	0	-72	-10	6	-6	-74
O=C(CCNC(=O)c1ccc([N+](=O)[O-])cc1)Nc1ccc(Cl)c(S(=O)(=O)N2CCOCC2)c1	-7	-10	8	4	1	0	-14	-1
O=[N+]([O-])C(/C=C(\Cl)[N+](=O)[O-])=C1N(Cc2ccc(Cl)nc2)CCN1Cc1ccc(Cl)nc1	-2	-12	26	-1	-1	-10	-153	6
C=CCc1cccc(CNc2ccc(Br)cc2)c1O	-3	9	17	-2	-4	6	2	-11
COc1ccc(CCNC(=O)c2cnc(Cl)c(Cl)c2)cc1	-1	14	9	-14	-36	-2	-7	-5
Cc1cccnc1NC(=O)C1CCCN1S(=O)(=O)c1ccc(Cl)cc1 (stereo not given)	-5	-14	-2	-7	-7	-4	-4	-5
CCOC(=O)c1c(-c2ccc(C)s2)csc1NC(=O)c1cccs1	-1	5	-6	3	-6	10	18	3
COc1ccc(/C=C/C(=O)c2oc3ccc(F)cc3c2C)cc1	-25	24	10	-11	16	4	-3	6
CCCCCC1CCC(C(=O)NCCN2CCOCC2)CC1 (stereo not given)	-4	3	12	-12	5	7	-12	8
Cc1noc(C)c1C(=O)OCC(=O)NC1CCCCC1C (stereo not given)	-1	0	-5	11	17	0	2	-10
CCOC(=O)N1CCN(C(=O)c2ccc3c(c2)N(Cc2cc(C)ccc2C)C(=O)c2ccccc2S3=O)CC1 (stereo not given)	-3	-7	7	-8	-1	7	-2	8
O=C1CCCN1CCCNc1ncnc2c1[nH]c1ccccc12	-1	-7	6	18	-6	-8	-4	10
CC1=C(C(=O)OCc2ccccc2)C(c2ccccc2)NC(=O)N1 (stereo not given)	-2	-5	10	4	10	2	5	2

Going on with the list.
Structure	SENP8 block	EBI2 antag	CCR6 antag	697 NFkB inh	Jurkat NFkB inh	Apaf1 inhib	UBC13 polyUb	Gli-Sufu antag
O=C(Nc1ccc(F)cc1F)Nc1ccc(F)cc1F	-15	-13	-7	-39	-19	7	-6	27
CSCC[C@H](NC(=O)c1cc([N+](=O)[O-])ccc1Cl)c1nc2ccccc2[nH]1	9	-7	9	-36	-5	3	-17	5
COC(=O)c1c(C)oc(C)c1S(=O)(=O)N1CCCCC1	1	16	7	-5	-8	-9	-4	0
Cc1cc(C)c(OCCCCNCc2ccccc2)c(Cl)c1	-7	8	-6	-4	2	30	27	3
O=C(NCc1ccccc1)C1=C[C@H](c2ccc(Br)cc2)C[C@H](OCc2ccc(CO)cc2)O1	0	8	23	1	15	18	5	-5
COc1ccc(C(C)=O)cc1COc1ccc(Cl)cc1Cl	-9	6	-4	9	19	-1	3	-16
COCCn1c(C)cc(C(=O)CSc2nc3ccccc3c(=O)n2C(C)COC)c1C (stereo not given)	-6	10	5	7	-5	11	-1	20
Cc1ccccc1-n1nc(CSc2nc3ccccc3[nH]2)c(-c2ccccc2)c1N	-3	14	17	-22	13	9	12	11
CCCCNC1=C(Br)C(=O)CC(C)(C)C1	1	3	5	1	-4	-2	-4	-8
CC(C)Cn1c(N)c(C(=O)CSc2nnnn2C)c(=O)n(C)c1=O	0	-5	10	15	-3	8	6	1
COc1ccc(-c2noc(=O)n2CC(=O)N2CCC(Cc3ccccc3)CC2)cc1	-1	7	-4	-17	-3	9	0	10
Cc1ccc(OCc2n[nH]c(=S)n2Cc2ccccc2)cc1	-12	-6	6	-5	-1	15	-2	2
O=C(CSc1ccc(-c2ccc(F)cc2)nn1)N1CCCc2ccccc21	-6	-7	1	-2	-3	16	2	-1
O=C(Nc1cccc(S(=O)(=O)N2CCOCC2)c1)C1CCN(S(=O)(=O)c2ccccc2)CC1	1	1	7	19	0	-6	15	-2
CCOC(=O)c1c(NC(=O)CSc2nnc(CNc3ccc(Cl)cc3)o2)sc(C)c1C	-14	31	8	2	-16	18	1	5
Cc1cccc(CSc2ncnc3c2cnn3Cc2ccccc2)c1	-14	21	24	29	-3	14	-2	-26
O=C(NCCc1cccnc1)c1cc(COc2ccc(F)cc2F)on1	4	4	-7	3	8	-3	0	-6
Cc1cccc(CCNC(=O)C2CCC(CNS(=O)(=O)c3cccs3)CC2)c1 (stereo not given)	4	13	8	-22	-4	-11	-10	-13
CC1(C)NC(=O)N(CC(O)CN2CCCC2)C1=O (stereo not given)	0	-3	-3	9	-7	-1	0	-2
COc1ccc2c(-c3ccc(S(N)(=O)=O)cc3)c(-c3ccc(S(C)(=O)=O)cc3)sc2c1	8	8	-4	9	-2	4	?	-2

Single records (already shown). Values in the order: SENP8 block, EBI2 antag, CCR6 antag, 697 NFkB inh, Jurkat NFkB inh, Apaf1 inhib, UBC13 polyUb, Gli-Sufu antag
COCCn1c(C)cc(C(=O)CSc2nc3ccccc3c(=O)n2C(C)COC)c1C (stereo not given) is listed as -6, 10, 5, 7, -5, 11, -1, 20
O=C(Nc1ccc(F)cc1F)Nc1ccc(F)cc1F is listed as -15, -13, -7, -39, -19, 7, -6, 27
CC1(C)NC(=O)N(CC(O)CN2CCCC2)C1=O (stereo not given) is listed as 0, -3, -3, 9, -7, -1, 0, -2

Additional results follow.
Structure	SENP8 block	EBI2 antag	CCR6 antag	697 NFkB inh	Jurkat NFkB inh	Apaf1 inhib	UBC13 polyUb	Gli-Sufu antag
CC(C)CC(N=Cc1c(O)c2ccccc2oc1=O)C(=O)O (stereo not given)	3	-3	-5	23	-8	10	15	-3
O=C(Nc1ccc(C(F)(F)F)cc1)C1CCCCN1S(=O)(=O)c1ccccc1 (stereo not given)	-6	11	11	-5	7	12	2	-1
O=C(CN1CCCCC1)Nc1ccccc1C(=O)NC1CC1	-12	3	8	-14	-11	2	-3	-4
OC(COC(c1ccccc1)c1ccccc1)CN1CCOCC1 (stereo not given)	-9	-16	5	6	-6	-3	-29	-5
CC(C)Oc1ccc(Cc2cnc(N)nc2N)cc1	11	4	-4	-37	2	-4	-1	2
CC(Sc1nnc(Cc2ccc3c(c2)OCO3)o1)C(N)=O (stereo not given)	2	1	7	8	10	-11	2	1
C/C(=N\Nc1nncc2ccccc12)c1ccc(O)cc1	4	-7	19	-298	-133	8	-9	-48
COC(=O)CCc1c(C)c(C(=O)c2cccc(OC)c2OC)c2ccccn12	-6	3	18	4	1	5	0	7
O=C(COC(=O)CCc1ccccc1)NCc1ccccc1	-16	-4	8	15	-3	-3	-5	6
C=CCc1cccc2cc(C(=O)NC3CCCC3)c(=O)oc12	-5	9	-16	3	9	23	6	1
O=c1ccc(S(=O)(=O)N2CCCC2)cn1Cc1ccc(Cl)cc1Cl	-1	5	1	-2	10	1	8	-5
CC(NC(=O)/C(C#N)=C/c1ccc(C(=O)O)cc1)c1ccccc1 (stereo not given)	-2	-7	15	12	-15	3	-6	3
CCOC(=O)C1=C(CS(=O)(=O)c2ccccc2)NC(=O)NC1c1ccc(O)c(OC)c1 (stereo not given)	9	2	12	14	-10	-11	8	6
CNC(=O)C1CC(=O)N/C(=N/N=C(\C)c2cccs2)S1 (stereo not given)	5	-7	-4	-31	-1	-3	-1	8
Cc1ccc2c(cnn2C(=O)CCCC(=O)NCc2cccc(F)c2)c1	-10	-4	21	-57	-7	15	2	-72
COc1ccc(NC(=O)N(C)C[C@H]2Oc3ccc(NC(=O)Nc4ccc(C(F)(F)F)cc4)cc3C(=O)N([C@H](C)CO)C[C@@H]2C)cc1	-1	-6	5	10	-7	15	5	-6
COC(=O)Cc1c(O)ccn(Cc2ccc(Cl)c(Cl)c2)c1=O	-4	-3	-5	5	5	-8	-4	-1
Cc1c(C)n(C)c2ccc(C(=O)NCCN3CCOCC3)cc12	-2	2	1	0	0	1	-4	5
CN1CCN(c2ncnc3c2[nH]c2ccc(F)cc23)CC1	18	-8	8	27	33	-3	16	-4
CN(C)S(=O)(=O)c1ccc(N2CCN(S(=O)(=O)c3ccc(F)cc3)CC2)c(Cl)c1	-7	2	-5	6	14	2	2	6
O=C(NCc1cccc(C(F)(F)F)c1)C1CCCN(c2ncccn2)C1 (stereo not given)	6	-1	-10	-10	20	-7	0	7
Cc1cccc(-c2cc(C(=O)N3CCCc4ccccc43)c3ccccc3n2)c1	5	25	8	17	7	14	-7	-8
